Source: PubChem BioAssay
VHR inh abs = inhibitors of human VHR1 phosphatase (DUSP3). P51452. recombinant VHR phosphatase, pNPP absorbance. inhibition, % at 13.3 µM. 290,000 tested, 0.52% active; in the data active = inhibition above about 50%; note: some compounds called inactive have numbers as strong as hits
Target sequence (P51452 whole entry, looked up): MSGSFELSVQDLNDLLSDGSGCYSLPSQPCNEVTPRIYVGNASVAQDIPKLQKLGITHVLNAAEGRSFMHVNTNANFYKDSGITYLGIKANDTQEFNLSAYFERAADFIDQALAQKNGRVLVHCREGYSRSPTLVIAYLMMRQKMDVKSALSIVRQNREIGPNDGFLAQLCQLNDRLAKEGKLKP
BH1578 lux ind = induces V. cholerae light production without autoinducers; V. cholerae BH1578 lux reporter, luminescence, 6 h; activation, % at 18.7 µM; 350,000 tested, 0.16% active; in the data active = activation mostly above about 9.7%, no sharp cut-off; note: not every result past the cut was called active; inactives centre near 0; reference of the scale not given here
Mtb UGM inh = inhibitors of M. tuberculosis UDP-galactopyranose mutase; P9WIQ1; purified UGM, fluorescence polarization probe displacement; inhibition, % at 10 µM; 320,000 tested, 0.06% active; in the data active = inhibition above about 10%, passing the limit was not always enough
SARS 3CLpro inh = SARS-CoV 3CLpro protease inhibition | P0C6X7 | recombinant SARS-CoV 3CLpro, quenched FRET peptide cleavage | inhibition, % at 6 µM | 290,000 tested, 0.14% active | AID 1706; in the data active = inhibition above about 12%
Mtb BioA inh = blocks M. tuberculosis BioA enzyme activity. purified M. tuberculosis BioA enzyme, plate reader. inhibition, % at 9.99 µM. 360,000 tested, 0.096% active. AID 602481; in the data active = inhibition above about 40%
FBA Mtb inh = Mtb fructose-bisphosphate aldolase inhibition | purified M. tuberculosis FBA, fluorescence read-out | inhibition, % at 1 µM | 360,000 tested, 2.3% active; in the data active = inhibition above about 27%;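 note: 0% = vehicle and 100% = reference inhibitor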
Target sequence (P9WQA3 whole entry, looked up): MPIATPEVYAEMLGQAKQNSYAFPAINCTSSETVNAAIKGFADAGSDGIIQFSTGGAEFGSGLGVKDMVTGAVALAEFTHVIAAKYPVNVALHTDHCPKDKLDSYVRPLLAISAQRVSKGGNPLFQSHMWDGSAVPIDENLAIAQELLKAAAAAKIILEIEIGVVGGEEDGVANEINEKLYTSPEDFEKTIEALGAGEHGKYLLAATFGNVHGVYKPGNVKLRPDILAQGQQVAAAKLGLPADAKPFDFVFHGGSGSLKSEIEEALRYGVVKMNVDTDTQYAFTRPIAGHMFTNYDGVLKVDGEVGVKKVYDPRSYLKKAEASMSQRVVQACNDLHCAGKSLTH
Rv3671c inh = inhibitors of M. tuberculosis serine protease Rv3671c. inhibition, % at 5.96 µM. P9WHR9. 320,000 tested, 0.048% active; in the data active = inhibition above about 38%;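 note: extracellular domain of Rv3671c used as enzyme; 0% = enzyme with DMSO and 100% = no enzyme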
GDH-TPI counter = inhibits GDH-TPI coupling enzymes, artifact for Mtb FBA screen; 360,000 tested, 1.2% active; inhibition, % at 4.8 µM; AID 588335; GDH-TPI coupled enzyme counterscreen, NADH absorbance; in the data active = inhibition above about 30%;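 note: 0% = DMSO wells and 100% = wells lacking the enzyme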
PriA SSB inh = K. pneumoniae PriA-SSBct interaction inhibition; inhibition, % at 33 µM; AID 1272365; AlphaScreen SSBct-PriA binding, biotinylated peptide; 430,000 tested, 0.6% active; in the data active = inhibition mostly above about 37%, no sharp cut-off; inactive = mostly below about 20%;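 note: plate controls were negative control peptide for no effect and reference peptide for full effect; strong numbers were not always called active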
MazEF act = MazEF (E. coli) toxin RNase activation; FAM/BHQ RNA-DNA oligo cleavage fluorescence, 5 h; 350,000 tested, 0.32% active; AID 504720; P0AE70; activation, % at 20 µM; in the data active = activation above about 50%
Target sequence (P0AE70 whole entry, looked up): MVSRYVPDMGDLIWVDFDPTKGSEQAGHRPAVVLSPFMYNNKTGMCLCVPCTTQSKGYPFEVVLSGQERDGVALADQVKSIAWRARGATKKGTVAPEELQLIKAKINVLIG
Starred values were filed as active, the others as inactive.

For CN1CN=C(N[N+](=O)[O-])N(Cc2ccco2)C1 the results were VHR inh abs -1, BH1578 lux ind -0.9, Mtb UGM inh 1.7, SARS 3CLpro inh 4, Mtb BioA inh -2.5, FBA Mtb inh -2, Rv3671c inh 5, GDH-TPI counter 2, PriA SSB inh -9 and MazEF act 0.
`CC1(C)Cc2c(sc3ncnc(NN)c23)CO1` gave VHR inh abs 4, BH1578 lux ind inactive, Mtb UGM inh 0.3, SARS 3CLpro inh 0, Mtb BioA inh -1.6, FBA Mtb inh 2, Rv3671c inh 0, GDH-TPI counter 13, PriA SSB inh 33 and MazEF act 9.
`CN(Cc1ccccc1)C(=O)c1[nH]cnc1C(=O)N[C@@H](Cc1ccccc1)C(=O)OCc1ccccc1` gave VHR inh abs 21, BH1578 lux ind 1.3, Mtb UGM inh -2.2, SARS 3CLpro inh 3, Mtb BioA inh 0.7, FBA Mtb inh -1, Rv3671c inh -2, GDH-TPI counter 2, PriA SSB inh -9 and MazEF act 6.
Cc1cccc(NC(=O)c2ccc(S(=O)(=O)N3CCOCC3)cc2)n1 was read as VHR inh abs 33, BH1578 lux ind inactive, Mtb UGM inh 2.8, SARS 3CLpro inh 3, FBA Mtb inh 0, Rv3671c inh -7, GDH-TPI counter -2, PriA SSB inh -18 and MazEF act 9.
CCCCN1C(=O)C(C(=O)OCC)CC2=C1CCCC2=O (configuration not stated) was read as BH1578 lux ind -0.2, Mtb BioA inh 1.5, FBA Mtb inh 5, GDH-TPI counter 22, PriA SSB inh -5 and MazEF act 0.
For CC(C)c1ccc(OCC(=O)N(Cc2ccco2)C2CCS(=O)(=O)C2)cc1 (configuration not stated) the results were VHR inh abs 33, BH1578 lux ind -0.1, Mtb UGM inh 1.2, SARS 3CLpro inh -6, Mtb BioA inh 0.1, FBA Mtb inh -2, Rv3671c inh -9, GDH-TPI counter -6, PriA SSB inh -5 and MazEF act -7.
`COc1ccc(CNC(=O)C(=O)NCC2OCCN2S(=O)(=O)c2ccc(OC)c(OC)c2)cc1` (configuration not stated) gave VHR inh abs -3, BH1578 lux ind -1.0, Mtb UGM inh -1.1, SARS 3CLpro inh 7, Mtb BioA inh -2.4, FBA Mtb inh 0, Rv3671c inh 0, GDH-TPI counter 0, PriA SSB inh -8 and MazEF act -4.
COc1cc(C(=O)N/N=C/c2cc([N+](=O)[O-])cs2)cc(OC)c1OC was read as VHR inh abs 0, BH1578 lux ind -0.3, Mtb UGM inh 0.3, SARS 3CLpro inh -6, FBA Mtb inh -4, Rv3671c inh 12, GDH-TPI counter 36* and MazEF act 0.
For C1CSC2(N1)C1CC3CC2CC(C1)C31NCCS1 (configuration not stated) the results were VHR inh abs 19, Mtb UGM inh 0.0, SARS 3CLpro inh -2, Mtb BioA inh 0.4, FBA Mtb inh -1, Rv3671c inh -18, GDH-TPI counter 0, PriA SSB inh 4 and MazEF act -3.
Screening O=C(Cn1nc2n(c1=O)-c1ccccc1SC2)N/N=C/c1cccnc1 returned VHR inh abs -19, BH1578 lux ind -0.7, Mtb UGM inh -0.5, SARS 3CLpro inh 3, FBA Mtb inh 2, Rv3671c inh 2, GDH-TPI counter 0, PriA SSB inh inactive and MazEF act 6.
For COc1ccc(NC(=O)N2CCCC2C(=O)NC2CCCC2)cc1 (configuration not stated) the results were VHR inh abs 33, BH1578 lux ind -0.1, Mtb UGM inh 1.3, SARS 3CLpro inh -2, FBA Mtb inh 0, Rv3671c inh -2, GDH-TPI counter -5, PriA SSB inh -13 and MazEF act 10.
Cc1cccc(N(C)C(=O)CCS(=O)(=O)c2cccc3nonc23)c1 was read as VHR inh abs 11, BH1578 lux ind -2.6, Mtb UGM inh 0.5, SARS 3CLpro inh -3, Mtb BioA inh 1.0, FBA Mtb inh -2, Rv3671c inh -3, GDH-TPI counter 2, PriA SSB inh -5 and MazEF act 5.
`CCN(C(=O)COC(=O)Cc1c(F)cccc1Cl)c1c(N)n(Cc2ccccc2)c(=O)[nH]c1=O` gave BH1578 lux ind inactive, Mtb UGM inh -0.1, Mtb BioA inh -2.3, FBA Mtb inh 3, Rv3671c inh 1, GDH-TPI counter -4, PriA SSB inh -3 and MazEF act -1.
CCOc1ccc(C(=O)NCCN2CCCCC2)c(OCC)c1 was read as VHR inh abs -4, BH1578 lux ind 3.8, Mtb UGM inh 1.6, SARS 3CLpro inh 3, Mtb BioA inh 0.1, FBA Mtb inh 1, Rv3671c inh 3, GDH-TPI counter -6, PriA SSB inh -8 and MazEF act -3.
For NC(=O)c1ccc(NC(=O)Cc2csc(-c3ccccc3)n2)cc1 the results were VHR inh abs -8, BH1578 lux ind 0.7, Mtb UGM inh -1.0, SARS 3CLpro inh -5, FBA Mtb inh -4, Rv3671c inh 2, GDH-TPI counter -2, PriA SSB inh -9 and MazEF act 5.
For COc1ccccc1N1C(=O)C2C(C(=O)c3ccccc3)=NN(c3ccc(C)cc3)C2C1=O (configuration not stated) the results were VHR inh abs -3, BH1578 lux ind -0.4, Mtb UGM inh 7.6, SARS 3CLpro inh -1, Mtb BioA inh -8.2, FBA Mtb inh -1, Rv3671c inh -16, GDH-TPI counter 9, PriA SSB inh -9 and MazEF act -403.
For Cc1ccc2cc(CNCCc3ccccc3C)c(=O)[nH]c2c1 the results were VHR inh abs 22, BH1578 lux ind inactive, Mtb UGM inh 2.2, SARS 3CLpro inh -4, Mtb BioA inh -2.0, FBA Mtb inh 3, Rv3671c inh -4, GDH-TPI counter 6, PriA SSB inh -1 and MazEF act -1.
Screening COC(=O)c1ccc(C(NC(=O)OCc2ccccc2)/C(C)=C/[C@@H](C)C(=O)NCc2ccc(OC)c(OC)c2)cc1 (some centres not stated) returned VHR inh abs -11, BH1578 lux ind -5.9, Mtb UGM inh -0.2, SARS 3CLpro inh 2, Mtb BioA inh 0.2, FBA Mtb inh 1, Rv3671c inh -3, GDH-TPI counter -6, PriA SSB inh 1 and MazEF act 10.
COc1ccc(NC(=O)CON=CC(=O)Nc2ccc(C)cc2)c(OC)c1 was read as BH1578 lux ind inactive, Mtb UGM inh -1.1, Mtb BioA inh -1.1, FBA Mtb inh 0, Rv3671c inh 1, GDH-TPI counter 0, PriA SSB inh -9 and MazEF act 6.
Screening Cc1nn(-c2ccccc2)c(N2CCCC2)c1/C=N/NC(=O)c1cc(-c2cccnc2)nc2ccccc12 returned VHR inh abs 21, BH1578 lux ind inactive, Mtb UGM inh -2.5, SARS 3CLpro inh -1, Mtb BioA inh -1.7, FBA Mtb inh 0, Rv3671c inh 2, GDH-TPI counter 24 and MazEF act -4.
For COc1ccc(CCCC(=O)NCc2ccccc2)cc1C the results were VHR inh abs -10, BH1578 lux ind inactive, Mtb UGM inh -0.7, SARS 3CLpro inh 3, Mtb BioA inh -0.3, FBA Mtb inh 0, Rv3671c inh 2, GDH-TPI counter 5, PriA SSB inh -11 and MazEF act -7.
Screening CC1Cc2ccccc2N1C(=O)COC(=O)c1cccc(Br)c1 (configuration not stated) returned BH1578 lux ind 0.7, Mtb UGM inh -2.1, Mtb BioA inh -1.0, FBA Mtb inh -2, Rv3671c inh -7, GDH-TPI counter 4, PriA SSB inh -15 and MazEF act 0.
Screening CSc1ccc(/C=C(\NC(=O)c2ccccc2)C(=O)NCCN2CCOCC2)cc1 returned VHR inh abs 17, BH1578 lux ind -0.2, Mtb UGM inh -1.6, SARS 3CLpro inh 2, Mtb BioA inh -1.7, FBA Mtb inh 0, Rv3671c inh 6, GDH-TPI counter 14, PriA SSB inh -1 and MazEF act 3.
`COc1cc(C2=NOC(C(=O)NCc3ccccn3)C2)cc(OC)c1OC` (configuration not stated) gave VHR inh abs 9, BH1578 lux ind 3.2, Mtb UGM inh 0.2, SARS 3CLpro inh -1, Mtb BioA inh 0.4, FBA Mtb inh 9, Rv3671c inh -7, GDH-TPI counter 6, PriA SSB inh -6 and MazEF act 2.
For CCOc1cc(N2CCOCC2)c(OCC)cc1NC(=O)COC(=O)c1cc2ccccc2cc1O the results were VHR inh abs 2, BH1578 lux ind -0.2, Mtb UGM inh 0.5, SARS 3CLpro inh -1, Mtb BioA inh 1.4, FBA Mtb inh -2, Rv3671c inh -12, GDH-TPI counter 6, PriA SSB inh 20 and MazEF act 2.
For O=C(Nc1ccc2c(c1)CCC2)c1ccccc1F the results were VHR inh abs -8, BH1578 lux ind -2.6, Mtb UGM inh 2.9, SARS 3CLpro inh 4, FBA Mtb inh 9, Rv3671c inh -2, GDH-TPI counter 8, PriA SSB inh -19 and MazEF act -21.
`COc1ccc(-c2cc(C)no2)cc1S(=O)(=O)N1CCN(c2ccccn2)CC1` gave VHR inh abs 18, BH1578 lux ind -0.3, Mtb UGM inh 0.6, SARS 3CLpro inh 2, Mtb BioA inh 6.8, FBA Mtb inh 2, Rv3671c inh 5, GDH-TPI counter 4, PriA SSB inh -11 and MazEF act 1.
Screening C=CCn1c(CNC(=O)c2ccccc2F)nnc1SCc1nc2ccccc2c(=O)[nH]1 returned VHR inh abs 52*, BH1578 lux ind 1.0, Mtb UGM inh -0.1, SARS 3CLpro inh 7, Mtb BioA inh -2.1, FBA Mtb inh 9, Rv3671c inh -6, GDH-TPI counter -5, PriA SSB inh 4 and MazEF act 3.
O=[N+]([O-])c1oc2ccc3ccccc3c2c1CCO was read as BH1578 lux ind -1.9, FBA Mtb inh -3, GDH-TPI counter 16, PriA SSB inh 0 and MazEF act 2.
COc1ccc(OCC(=O)Nc2c(C(=O)N3CCC(N4CCCCC4)CC3)oc3ccccc23)cc1 was read as VHR inh abs 13, BH1578 lux ind -0.2, Mtb UGM inh 1.5, SARS 3CLpro inh 4, Mtb BioA inh -1.6, FBA Mtb inh 3, Rv3671c inh -11, GDH-TPI counter 7, PriA SSB inh 2 and MazEF act 13.
Screening O=C(c1cnsn1)N1CCC(CO)(Cc2cccc(F)c2)CC1 returned VHR inh abs -8, BH1578 lux ind 0.5, Mtb UGM inh -1.6, SARS 3CLpro inh 3, Mtb BioA inh 1.7, FBA Mtb inh -1, Rv3671c inh -16, GDH-TPI counter -12, PriA SSB inh -19 and MazEF act 4.
Screening Cc1sc2c(c1C)c(=O)n(-c1ccc(Cl)cc1)c(=O)n2Cc1cc(=O)n2ccccc2n1 returned VHR inh abs 2, BH1578 lux ind 1.4, Mtb UGM inh 0.3, SARS 3CLpro inh -5, Mtb BioA inh -0.8, FBA Mtb inh 2, Rv3671c inh -3, GDH-TPI counter 8, PriA SSB inh -3 and MazEF act -2.
`COc1ccccc1NC(=O)c1ccccc1SCC(=O)N1CCCC1` gave BH1578 lux ind -5.9, Mtb BioA inh -1.0, FBA Mtb inh -2, GDH-TPI counter 7 and MazEF act 9.
COc1ccc(N(CC(=O)N2CCc3ccccc32)S(=O)(=O)c2c(C)n[nH]c2C)cc1 was read as VHR inh abs 21, BH1578 lux ind -0.2, Mtb UGM inh -1.3, SARS 3CLpro inh 0, Mtb BioA inh 0.3, FBA Mtb inh 1, Rv3671c inh -4, GDH-TPI counter -11, PriA SSB inh -18 and MazEF act 14.
COc1ccc(-c2cc(C)no2)cc1S(=O)(=O)NCc1cccc(C)c1 was read as VHR inh abs -14, BH1578 lux ind -0.3, Mtb UGM inh 1.9, SARS 3CLpro inh 5, Mtb BioA inh 3.1, FBA Mtb inh 1, Rv3671c inh 0, GDH-TPI counter 2, PriA SSB inh -17 and MazEF act 5.
`CCc1ccc(-c2cc(C(=O)Nn3cnnc3)c3ccccc3n2)cc1` gave VHR inh abs 6, BH1578 lux ind -6.2, Mtb UGM inh 1.2, SARS 3CLpro inh -3, FBA Mtb inh 2, Rv3671c inh -2, GDH-TPI counter -1, PriA SSB inh -7 and MazEF act 0.

An excerpt; rates above refer to the full screens.
